Pf Dd2 growth – blocks in vitro growth of P. falciparum Dd2; Potency, µM (top dose mostly 28.9 µM), for the others: at the highest dose activity, negative = inhibition, usual class: inhibitors; 120,000 tested, 4.3% active; AID 1347417; P. falciparum Dd2 growth, SYBR Green, 72 h; active = well fitted inhibition curve with a large enough effect; inconclusive = small, poorly fitted or top-dose-only effect; inactive = no such curve, though single readings can be large or run the other way;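 note: plate controls were DMSO vehicle for no effect and reference drug for full effect; nearly all actives have a fitted effect of over 65% in size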
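Infected erythrocytes (Dd2, 0.3% parasitemia, 2.5% hematocrit final) are added to compound in RPMI-1640/Albumax II medium, grown 72 h at 37C in low oxygen, then lysed with saponin/Triton-X containing SYBR Green and read by fluorescence.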
An asterisk follows results filed as active; i = inactive; ? = inconclusive; [ ] = dose if it differs, or a comment. Potency is the fitted concentration of half-maximal effect.

nr	molecule	Pf Dd2 growth
1	CN1CCN(C[C@H]2CN3CC[C@H]2C[C@@H]3CNS(=O)(=O)c2ccccc2)CC1	?
2	O=C(C[C@@H]1CCNC[C@@H]1Cc1cc(-c2ccc(F)cc2)on1)NCc1cccnc1	?
3	Cc1ccccc1NC(=O)Cn1c(=O)n(Cc2ccccc2)c(=O)c2sc3ccccc3c21	15%
4	CCOC(=O)c1cc(NC(=O)c2ccc(Cl)cc2)c(=O)n2c1oc1ccccc12	41%[activator]
5	Cc1ccc(-n2ncc(C(=O)NCc3ccco3)c2C2CCN(C(=O)OC(C)(C)C)CC2)cc1C	11µM*
6	CC1(C(=O)N2CCN(c3ccccn3)CC2)CCCCC(=O)N1 (stereo not drawn)	2%
7	O=C(c1ccccc1Cl)N1CCCCC1CCN1CCCCC1 (stereo not drawn)	i
8	CCOC(=O)c1cc(S(=O)(=O)NCc2cccc(Cl)c2)[nH]n1	18%
9	O=C(NCc1cccc(F)c1)c1cnc2c(c1)N(C(=O)CCc1ccccc1)CCC2	i
10	O=C(Cc1cc2c(cc1Cl)OCCO2)N[C@@H]1COCC[C@@H]1OCC1CC1	-5%

In the list so far, these contain nitrogen in an aromatic ring.
nr	molecule	Pf Dd2 growth
2	O=C(C[C@@H]1CCNC[C@@H]1Cc1cc(-c2ccc(F)cc2)on1)NCc1cccnc1	?
3	Cc1ccccc1NC(=O)Cn1c(=O)n(Cc2ccccc2)c(=O)c2sc3ccccc3c21	15%
4	CCOC(=O)c1cc(NC(=O)c2ccc(Cl)cc2)c(=O)n2c1oc1ccccc12	41%[activator]
5	Cc1ccc(-n2ncc(C(=O)NCc3ccco3)c2C2CCN(C(=O)OC(C)(C)C)CC2)cc1C	11µM*
6	CC1(C(=O)N2CCN(c3ccccn3)CC2)CCCCC(=O)N1 (stereo not drawn)	2%
8	CCOC(=O)c1cc(S(=O)(=O)NCc2cccc(Cl)c2)[nH]n1	18%
9	O=C(NCc1cccc(F)c1)c1cnc2c(c1)N(C(=O)CCc1ccccc1)CCC2	i

2 of these compounds, reformatted:
[1] CN1CCN(C[C@H]2CN3CC[C@H]2C[C@@H]3CNS(=O)(=O)c2ccccc2)CC1
  Pf Dd2 growth: ?

[2] O=C(C[C@@H]1CCNC[C@@H]1Cc1cc(-c2ccc(F)cc2)on1)NCc1cccnc1
  Pf Dd2 growth: ?

(more compounds)
nr	molecule	Pf Dd2 growth
11	Cc1ccc(C)c(NC(=O)Cn2c(=O)nc(-c3ccccc3)c3ccccc32)c1	i
12	CN(Cc1nc2ccc(Cl)cc2[nH]1)C(=O)c1ccc2cccc(F)c2n1	-27%
13	O=C(c1ccc(C(F)(F)F)s1)N1CCc2c(nc(-c3ccccc3)[nH]c2=O)C1	?
14	CO[C@@H]1COCC[C@H]1NC(=O)CCc1ccc(-c2ccc(Cl)cc2)[nH]1	-25%
15	O=C1NC2(CN([S+](=O)([O-])c3ccsc3)C2)Oc2ccccc21	i
16	COc1cc2c(cc1O)NC(=O)CC2c1cn[nH]c1-c1cc(C)ccc1C (stereo not drawn)	?
17	COc1cc(-c2nnc(SCCOc3ccc(Cl)cc3)o2)cc(OC)c1OC	2%
18	CC1(c2ccccc2)N(Cc2ccccc2C#N)C(=O)OC12CCN(Cc1ccccn1)CC2 (stereo not drawn)	?
19	CC(C)c1ccc(NC(=O)C2CCN(C(=O)c3ncn4c3COC(c3ccc(F)cc3)C4)CC2)cc1 (stereo not drawn)	-16%
20	O=C1N(CC2CCC2)CCCC12CCN(Cc1ccc(-c3ccn[nH]3)s1)C2 (stereo not drawn)	?
21	CN(C)C[C@@H]1CN(Cc2ccncc2)C[C@H]1NC(=O)C1CCOCC1	i
22	CCCNC(=O)Cc1csc2nc(C)c(-c3cc(C)n(-c4ccc(C(C)C)cc4)n3)c(=O)n12	?
23	Cc1ccc(C(=O)N2CCC3(CC2)NCCc2c3[nH]c3ccccc23)s1	i
24	COc1ccc(-n2nc3n(c2=O)CCN(C(=O)c2ccccn2)C3)cc1	2%
25	COc1ccccc1OCCNC(=O)c1cc2n(n1)CC(c1ccc(Cl)cc1)OC2 (stereo not drawn)	-30%
26	COc1cc(OC)cc(C(=O)NCCn2ccn3nc(-c4cccc(OC)c4)cc3c2=O)c1	?
27	Cc1ccc(S(=O)(=O)c2nc(-c3ccccc3)oc2N2CCCCCC2)cc1	-12%
28	Cc1cccc(NC(=O)CSc2nc(=O)n(Cc3ccncc3)c3c2CCC3)c1C	1%
29	CCC(C)n1c(=O)c2sccc2n2c(CCCC(=O)NCc3ccccc3Cl)nnc12 (stereo not drawn)	-20%
30	O=C(Nc1cccc(C(F)(F)F)c1)N[C@H]1[C@H](O)[C@@H](N2CCCCC2)[C@@H]2OC[C@H]1O2	-15%[44.1 µM]
31	C[C@H]1[C@@H]2[C@@H](O)[C@H]([C@H](C)C(=O)N3CCCC3)CC[C@@]2(C)CC[C@@H]1NC(=O)c1cccc(F)c1	?
32	CCOC(=O)c1scc(-c2ccccc2)c1S(=O)(=O)N1CCN(c2ccccc2OC)CC1	?
33	Cc1nn(CC(=O)Nc2ccccc2C(F)(F)F)c(=O)c2cccn12	118%[activator][5.79 µM]
34	O=C(Cn1c(=O)oc2ccccc21)NCc1ccccc1Cl	13%
35	CC(C)CC(=O)N1[C@H]2CC[C@@H]1c1cnc(-c3ccc(F)cc3)nc1C2	i
36	O=c1c2ccccc2n2c(-c3ccc(F)c(F)c3)nnc2n1CCc1ccccc1	29%
37	COc1ccc(C2=NOC3(CCN(Cc4ccc(F)cc4)C3)C2)cc1 (stereo not drawn)	4µM*
38	CCn1c(=O)cc(OCC(=O)N2CCN(c3ccc(OC)cc3)CC2)c2ccccc21	-7%
39	CC(C)(C)c1ccc(OCC(=O)Nc2c(C(=O)c3ccc(F)cc3)oc3ccccc23)cc1	28%
40	COc1cccc(NC(=O)c2ccc3c(=O)n4nc(Nc5ccccc5OC)sc4nc3c2)c1	3%

A few values from the entries so far.
no. 34 in Pf Dd2 growth is listed with 13%
no. 37 in Pf Dd2 growth is listed with 4µM*

(cont.)
nr	molecule	Pf Dd2 growth
41	Cc1cc(C(F)(F)F)nn1CC(=O)N1CCC(c2noc(-c3ccccn3)n2)C1 (stereo not drawn)	i[5.79 µM]
42	Cc1ccc(-c2noc(-c3nnn(CC(=O)Nc4ccc(C)cc4Cl)c3N)n2)cc1	-7%
43	COc1ccccc1-c1nc(-c2c(C)noc2C)cc2[nH]c(C)cc12	-2%[44.1 µM]
44	CN1CCCCCCN(S(C)(=O)=O)CCC1=O	17%
45	O=C(NC1CCCCC1)OC[C@H]1C[C@@H]2CCN1C[C@@H]2c1cc(C2CCCC2)nc(-c2ccncc2)n1	?
46	CCCn1c(=N)c(C(=O)NCc2ccco2)cc2c(=O)n3cc(C)ccc3nc21	-12%
47	O=C(Cc1ccc(Cl)cc1)N1CCC2(CC1)CN(C1CCC1)CC2CO (stereo not drawn)	8.9µM*
48	O=C(NCCS(=O)(=O)N1CCN(c2ccc(F)cc2)CC1)c1cc(=O)c2ccccc2o1	85%[activator]
49	O=C(CC1N=C2c3ccccc3N=C(SCc3cccc(F)c3)N2C1=O)NCc1cccs1 (stereo not drawn)	i
50	CCOC(=O)c1ccc(NC(=O)Cn2nc(C)c3nn(-c4ccc(Cl)cc4)c(C)c3c2=O)cc1	i
51	CC(C)NC(=O)C(NC(=O)c1ccc2c(c1)OCO2)C1CCN(C(=O)c2ccc(F)cc2)CC1 (stereo not drawn)	-12%
52	COc1ccccc1-c1ccnc2[nH]n(-c3ccccc3)c(=O)c12	21%
53	C[S+](=O)([O-])c1ccc(-c2cc(C(=O)NCCc3ccc(Cl)cc3)nn3cccc23)cc1	?
54	Cc1ccc(-c2nnc(C3CN(C(=O)Cc4c(C)noc4C)CC34CCOCC4)o2)cc1 (stereo not drawn)	-11%
55	COC1CCC12CCN(C(=O)c1cccnc1C)CC2 (stereo not drawn)	-7%
56	CCc1nnc(NC(=O)CSc2nccn2Cc2ccccc2)s1	13%
57	COc1ccc(Cn2cc(C(C(=O)O)N(C)Cc3cccnc3)cn2)cc1 (stereo not drawn)	0%
58	C[C@]1(O)CCN(C(=O)c2ccc3c(c2)CCCC3)C[C@@H]1O	0%
59	COc1ccc(CNC(=O)CCn2nc(C)c3c(C)n(-c4ccccc4)nc3c2=O)c(OC)c1	i
60	O=C(CN1C(=O)NC(c2ccc(Cl)cc2)C2=C1COC2=O)Nc1cccc(F)c1 (stereo not drawn)	i
61	Cc1ccc([S+](=O)([O-])N2CCn3c(nn(-c4ccc(C(F)(F)F)cc4)c3=O)C2)cc1	-5%
62	O=C(c1ccoc1)N1CCCC(c2noc(COc3ccccc3)n2)C1 (stereo not drawn)	7%
63	CCC(=O)N(C1CCOCC1)C1CCN(S(=O)(=O)c2cc(F)ccc2C)CC1	?
64	Cc1ccccc1C(=O)N1CCn2c(nn(-c3ccc([N+](=O)[O-])cc3)c2=O)C1	-10%
65	Cc1ccc(-c2cn3c(n2)sc2cc(C(=O)NCCCN4CCCCC4)ccc23)cc1	2.5µM*
66	CCOc1ccc(NC(=O)CCc2nnc3n(C)c(=O)c4sccc4n23)cc1	0%
67	O=C(NCc1ccccc1)c1nc2c(o1)CCN(Cc1ccc(F)cc1F)CC2	?
68	COc1ccc(-c2cc(C[C@H]3CNCC[C@H]3CC(=O)Nc3ccccc3)no2)cc1	?
69	O=C(CCC1N=C2c3ccccc3N=C(SCc3ccc(F)cc3)N2C1=O)NC1CCCCC1 (stereo not drawn)	?
70	COc1ccc(-c2cn3c(n2)CO[C@@H](CNC2CCOCC2)C3)cc1	-4%[44.1 µM]
71	Cc1nc2c(c(-c3ccc(O)cc3)n1)CN(Cc1cccc3ccccc13)CCC2	13µM*
72	CCCN1C(=O)C(O)(CC(=O)c2ccc(C(C)C)cc2)c2ccccc21 (stereo not drawn)	i[5.79 µM]
73	CCc1ccc(NC(=O)CSc2nc(=O)n(Cc3ccncc3)c3c2CCC3)cc1	i
74	O=C(NCc1nnc2c(-c3nc(C4CC4)no3)cccn12)c1ccc(F)c(F)c1	?
75	CC1=NS(=O)(=O)N(C)C=C1C(=O)OCc1nc(-c2ccsc2)no1	26%
76	CC1CCN(S(=O)(=O)c2csc(C(N)=O)c2)CC1	6%
77	CCCN(CCC)S(=O)(=O)c1ccc(C(=O)Nc2sc3c(c2C(=O)OC)CCN(CC)C3)cc1	?
78	O=C(NCCC1CCN(C(=O)Nc2cc(F)ccc2F)CC1)C1CCCC1	-15%
79	CCCc1cnc(C)nc1N1CCC2(CC1)CNC(C(=O)O)C2 (stereo not drawn)	-1%
80	C[C@H](c1ccccc1)N1C(=O)[C@@H]2CN(C(=O)c3cccs3)CCN2C1=O	-8%[44.1 µM]
81	O=C(CSc1nccn1-c1ccccc1)Nc1nc2ccccc2s1	-24%
82	CCN1c2ccccc2-c2nc(SCC(=O)Nc3cccc(C(F)(F)F)c3)ncc2S1(=O)=O	?
83	COc1cc(CNCCc2ccc(Cl)cc2)ccc1OCC(O)CN1CCOCC1 (stereo not drawn)	11µM*
84	O=C1c2cnc(-c3ccccc3)nc2OCCN1Cc1ccccc1	i
85	O=C1CC(c2cccc(F)c2)c2c(n3ncnc3[nH]c2=O)N1 (stereo not drawn)	59%[activator]
86	CCN(CC)CCCNC(=O)CCCn1c(=O)[nH]c2ccc(Br)cc2c1=O	-3%
87	Cc1nc2c3ccccc3nc(NNC(=O)CCC(=O)N3CCN(c4ccc(F)cc4)CC3)n2n1	-5%
88	c1ccc2c(c1)CC(n1ccnc1-c1cc3n(n1)CCCNC3)C2	i
89	CNC(=O)[C@@H]1C[C@@H](n2cc(CN(C)C(=O)c3cc(F)ccc3Cl)nn2)CN1	?
90	O=C(CN1C(=O)COc2ccc(C(=O)COc3ccccc3Cl)cc21)NC1CCCCC1	i

(further entries)
nr	molecule	Pf Dd2 growth
91	Cc1nnc(C2CCCCCN2[S+](=O)([O-])c2cc(F)ccc2C)o1 (stereo not drawn)	i
92	C=CCNC(=O)N[C@H]1C[C@@H](C(=O)N[C@H](Cc2c[nH]c3ccccc23)C(N)=O)N(C(=O)c2cccn2C)C1	21%
93	CCCCN1C(=O)c2ccccc2C(C(=O)NCc2ccncc2)C12CCCCC2 (stereo not drawn)	-28%
94	Cc1ccccc1Oc1ncccc1CNC(=O)c1ccc2c(c1)OCO2	-11%
95	COCc1nc(C2CCN(C(=O)Nc3ccc4c(c3)OCCO4)C2)no1 (stereo not drawn)	-21%
96	Cc1ccccc1-c1noc(CNCc2cc(F)ccc2C(F)(F)F)n1	27%
97	Cc1ccc(C)c(S(=O)(=O)N2CCCC(Cn3c(C4CC4)nc4cccnc43)C2)c1 (stereo not drawn)	-9%
98	CCOc1ccc(-c2noc(-c3ncn4c3COC(c3ccc(OC)cc3)C4)n2)cc1 (stereo not drawn)	-22%
99	Cc1nc2cc(-c3ccccc3)nn2c(C)c1CCC(=O)NCc1cccc(Cl)c1	?
100	COc1ccccc1CN1CCCC(c2[nH]ccc2C(N)=O)C1 (stereo not drawn)	?
101	Cc1ccc(NC(=O)Cn2c(N3CCCCC3)nc(C)c(C)c2=O)cc1	i
102	COc1ccc(C(=O)N2CCC3(CC(C)=NO3)C2)cc1 (stereo not drawn)	5%[44.1 µM]
103	COc1ccc(CCNC(=O)CS(=O)Cc2nc(-c3ccc(C)cc3)oc2C)cc1OC (stereo not drawn)	?
104	Cn1ccc2cc(S(=O)(=O)N3CCN(C(=O)Nc4ccc(F)cc4F)CC3)ccc21	17%
105	CCCc1cc(C(=O)N2C[C@@H](c3ccc(F)cc3)[C@@H]3[C@H]2C2CCN3CC2)n[nH]1	-13%
106	O=C(NCC1CCOCC1)c1ccccc1C(F)(F)F	5%
107	O=C(CSc1n[nH]c(-c2ccccc2)n1)NCCc1ccccc1	5%
108	COCCNC(=O)C(NC(=O)c1cccs1)C1CCN(C(=O)c2cccs2)CC1 (stereo not drawn)	-3%

A portion of the library; rates above refer to the full screens.
